# PGC1a acetyl inh = modulators of PGC1a acetylation; U2OS PGC1a acetylation, AlphaScreen anti-acetyl-lysine; with virally co-expressed GCN5 acetyltransferase; inhibition, % at 15.6 µM; 350,000 compounds, 0.17% hits;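 active means every replicate shows inhibition of at least 40%; inconclusive means mean inhibition at least 40% but some replicate below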;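 further: 0% = neutral control wells and 100% = positive control wells; some results beyond the cut were filed as inactive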
# RAD52 anneal inh = inhibitors of human RAD52 DNA annealing; inhibition, % at 18.7 µM; recombinant RAD52 DNA annealing, FRET fluorescence; 360,000 compounds, 0.46% hits; P43351;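 active means every replicate showing at least 50% inhibition; inconclusive means mean inhibition at least 50% but not in every replicate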
# Target sequence (P43351 whole entry, looked up): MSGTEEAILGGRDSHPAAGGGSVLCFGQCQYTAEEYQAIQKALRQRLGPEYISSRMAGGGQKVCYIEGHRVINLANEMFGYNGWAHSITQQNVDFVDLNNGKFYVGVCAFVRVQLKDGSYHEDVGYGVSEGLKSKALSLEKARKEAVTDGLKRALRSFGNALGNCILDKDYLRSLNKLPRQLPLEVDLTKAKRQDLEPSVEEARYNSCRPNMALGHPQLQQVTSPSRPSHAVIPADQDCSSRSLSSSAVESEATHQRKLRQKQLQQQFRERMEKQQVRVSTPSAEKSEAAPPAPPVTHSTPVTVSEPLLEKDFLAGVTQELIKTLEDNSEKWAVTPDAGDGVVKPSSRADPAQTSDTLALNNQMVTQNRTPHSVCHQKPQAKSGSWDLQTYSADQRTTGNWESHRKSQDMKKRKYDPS
# ERAP1 inh = ERAP1 (human) enzyme inhibition | AID 652197 | inhibition, % at 10.7 µM | recombinant ERAP1, Leu-AMC fluorescence, 60 min | 340,000 compounds, 0.15% hits;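 active means mean replicate inhibition of at least 30%, or all replicates individually reaching that 30% level; inactive means mean below 30% and not every replicate reaching it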;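 further: 0% = neutral control wells and 100% = L-leucinethiol positive control wells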
# * = called active by the depositor; i = inactive; ? = inconclusive.
# Below each compound: PGC1a acetyl inh, ERAP1 inh, RAD52 anneal inh
C[C@H](NC(=O)N(C)C[C@H]1OCc2ccccc2-c2c(n(C)c3ccccc23)C(=O)N([C@H](C)CO)C[C@H]1C)c1ccccc1
→ 3.3, 1.3, 4.9
CCc1cccc2c(C(=O)CN3C(=O)C(=O)N(C4CCCC4)C3=O)c[nH]c12
→ 3.3, 0.4, -17.5
CC(C)CC(=O)NC(=S)Nc1sc2c(c1C(N)=O)CCC2
→ -37.0, 7.7, 0.8
CC(C)CC(=O)N1CCN(Cc2cccc([N+](=O)[O-])c2)CC1
→ -2.3, -0.9, -6.9
C=CCSc1ncnc2c1oc1nc3c(cc12)COC(C)(C)C3
→ -1.3, 3.2, -4.8
Cc1ccc(-c2csc3ncnc(Oc4cccc5ccc(C)nc45)c23)cc1
→ -3.4, 0.8, -7.0
CC(C(N)=O)N1c2cccc3cccc(c23)S1(=O)=O (stereo not drawn)
→ 5.8, 6.8, -20.9
C=CCn1c(C)csc1=Nc1ccc(C(C)=O)cc1
→ -0.9, 9.7, -11.5
CC(C)OC(=O)C[N+](C)(C)CCN1C(=O)C2C(c3ccccc3)C=CC(c3ccccc3)C2C1=O (stereo not drawn)
→ 6.8, -1.7, 2.9
O=c1c2cc(Cl)ccc2nc(-c2ccccc2Cl)n1O
→ -12.2, -2.4, -7.8
S=C(NCc1ccncc1)NC1CCCC1
→ 5.0, -0.6, -5.2
COCCNC(=S)N/N=C(\C)c1ccc(Cl)c(Cl)c1
→ -0.7, -1.3, -4.4
COc1cccc(NC(=O)N2CCCC2C(=O)NCc2ccccc2F)c1 (stereo not drawn)
→ -9.9, -5.0, -9.3
COc1ccc2nc3ccccc3nc2c1NC(=O)c1ccccc1Cl
→ -18.4, -0.3, i
Cc1cc(C)n(/N=C/c2cc(Cl)cc(Cl)c2O)c(=O)c1
→ -7.8, 2.9, -7.5
CCOC(=O)Nc1ccc(Cc2ccncc2)cc1
→ 5.6, 0.4, -10.9
O=C(O)CCC(=O)NN1C(=O)c2ccccc2NC1c1ccc(F)cc1 (stereo not drawn)
→ -1.4, -4.7, -12.4
Cc1ccc(COC(=O)c2cccc(S(=O)(=O)N3CCCCCC3)c2)cc1
→ -3.8, -4.6, -1.7
Cc1cc2ccccn2c1C(=O)c1cc([N+](=O)[O-])cc([N+](=O)[O-])c1
→ 8.8, -1.9, -3.9
CC(C)(C)c1cc(-c2n[nH]c(=S)n2-c2ccc(Cl)cc2)n[nH]1
→ 6.7, -0.5, -3.5
C[C@@H]1CN([C@@H](C)CO)C(=O)Cc2cc(NC(=O)c3ccncc3)ccc2O[C@H]1CN(C)Cc1ccc(C(=O)O)cc1
→ 1.9, -0.2, -18.7
Cc1ccc(NC(=O)Nc2ccc(S(N)(=O)=O)cc2)cc1
→ 2.0, 1.0, -12.2
COC(C(=O)Nc1cc([N+](=O)[O-])ccc1C)c1ccccc1 (stereo not drawn)
→ -2.5, -1.9, -6.4
O=C(CNCC1CCCO1)NCc1ccco1 (stereo not drawn)
→ 2.9, -1.2, -10.1
CSCCOC(=O)COc1ccc(/C=N/NC(=O)c2c(Cl)cnn2C)cc1
→ -0.1, -7.6, -4.0
CC1(C)CC(=O)c2c(S(C)(=O)=O)sc(Br)c2C1
→ 4.4, -1.6, -5.4
Cc1cc(=O)oc2cc(OCC(=O)OCC(=O)Nc3ccccc3F)ccc12
→ ?, -0.8, -28.7
CC(C)OP(=O)(c1ccc(N(C)C)cc1)C(Nc1ccccc1)c1ccccc1 (stereo not drawn)
→ -9.5, -1.6, -10.1
COc1ccc(Cl)cc1-c1nc(SCC(=O)NC2CC2)n[nH]1
→ 3.0, 7.8, -24.4
COc1cc(C(=O)NCC(=O)OCC(=O)Nc2ncc(Cl)cc2Cl)cc(OC)c1OC
→ 7.9, 3.7, -39.4

# 7 entries from above, reformatted.
compound,PGC1a acetyl inh,ERAP1 inh,RAD52 anneal inh
CC(C)(C)c1cc(-c2n[nH]c(=S)n2-c2ccc(Cl)cc2)n[nH]1,6.7,-0.5,-3.5
COc1ccc(Cl)cc1-c1nc(SCC(=O)NC2CC2)n[nH]1,3.0,7.8,-24.4
Cc1ccc(NC(=O)Nc2ccc(S(N)(=O)=O)cc2)cc1,2.0,1.0,-12.2
Cc1ccc(COC(=O)c2cccc(S(=O)(=O)N3CCCCCC3)c2)cc1,-3.8,-4.6,-1.7
C=CCn1c(C)csc1=Nc1ccc(C(C)=O)cc1,-0.9,9.7,-11.5
CC(C)CC(=O)NC(=S)Nc1sc2c(c1C(N)=O)CCC2,-37.0,7.7,0.8
CSCCOC(=O)COc1ccc(/C=N/NC(=O)c2c(Cl)cnn2C)cc1,-0.1,-7.6,-4.0

# The listing continues:
# Below each compound: PGC1a acetyl inh, ERAP1 inh, RAD52 anneal inh
Cc1cc(C)n2c(SCC(=O)NC3CCCC(C)C3C)nnc2n1 (stereo not drawn)
→ -3.8, 7.8, -6.9
CCOC(=O)C1=NOC(CNC(=O)c2ccccc2Cl)C1 (stereo not drawn)
→ -1.7, -3.3, -6.0
Cc1ccc2nc(NC(=O)C3CCCN3C(=O)OC(C)(C)C)sc2c1 (stereo not drawn)
→ -8.0, -2.6, -6.1
Cc1cccc(NC(=S)NC(C)C(c2ccccc2)N2CCN(C)CC2)c1C (stereo not drawn)
→ -3.4, -0.1, -4.4
COc1cc(/C=N/NC(=O)c2cc(-c3cccc(Br)c3)nc3ccccc23)cc(OC)c1O
→ 2.0, -1.7, -11.0
COc1ccc(C(=O)COC(=O)c2cccnc2Cl)c(OC)c1
→ -0.1, 2.8, -21.6
Cc1c(NC(=O)C2CCCCC2)cc(C(=O)N2CCOCC2)cc1[N+](=O)[O-]
→ -2.4, -7.2, -7.4
Cc1nn(CC(=O)NC(C)c2ccccc2)c(C)c1[N+](=O)[O-] (stereo not drawn)
→ 6.8, -0.7, -6.0
COc1ccc(OC)c(NC(=O)CN(Cc2ccccc2)S(C)(=O)=O)c1
→ -0.6, 3.1, 1.1
CCOC(=O)C1=C(CN2CCCCCC2)NC(=O)NC1c1cccc([N+](=O)[O-])c1 (stereo not drawn)
→ -14.3, 2.3, -24.3
[O-][n+]1c2c(c3c4non(O)c4ccc31)CCCC2
→ 5.6, 11.6, -14.4
C[C@H]1CN([C@@H](C)CO)C(=O)c2cccc(NS(C)(=O)=O)c2O[C@@H]1CN(C)Cc1ccc(C(=O)Nc2ccccc2N)cc1
→ 7.6, 3.0, 11.3
CCOC(=O)Cn1cc(Cl)c(=O)c(Cl)c1
→ 8.7, -1.6, -12.2
CN(C)S(=O)(=O)c1cccc(NC(=S)NC(=O)C2CCCCC2)c1
→ -4.5, 0.8, -5.3
COc1ccc(NC(C)=O)cc1NC(=O)c1cccc(C(F)(F)F)c1
→ -2.3, -2.7, -1.5
N=c1c2c(n(Cc3cccc(Cl)c3)c3c1CCC3)CCCC2
→ 2.4, -2.0, -3.2
C=CCSc1nnc(NC(=O)Cc2ccc(OC)c(OC)c2)s1
→ -8.7, 3.2, -12.9
COc1ccc(C2=NO[C@@H]3[C@@H]4C[C@@H]([C@H]5C(=O)N(c6ccc7c(c6)OCO7)C(=O)[C@@H]45)[C@H]23)cc1OC
→ 4.9, 2.7, -9.8
Cc1ccccc1NC(=S)N(Cc1ccccc1)Cc1cccnc1
→ 2.5, 1.2, -34.5
O=C(O)c1cccc(NC(=O)c2cc(-c3cccc(Cl)c3)nc3ccccc23)c1
→ 8.3, -7.9, -26.6
CCCNC(=O)COC(=O)c1ccc(-c2ccccc2)cc1
→ 4.8, 1.3, -3.6
Cc1cc(C)cc(N2C(=O)CSC2c2ccccn2)c1 (stereo not drawn)
→ -2.2, -2.4, -18.4
CC(=O)c1sc(NS(=O)(=O)c2ccc(C)cc2)nc1C
→ 2.2, 1.7, -13.3
C/C(=N\NC(=O)COc1ccc(C)cc1[N+](=O)[O-])c1cccs1
→ 0.6, -0.9, 1.1
COc1ccc(CC(=O)OCC(=O)Nc2ccc(Cl)c(S(=O)(=O)N(C)C)c2)cc1
→ -11.6, -0.8, -20.6
C=CCNC(=O)c1ccccc1NC(=O)c1ccccc1SC
→ 8.0, 7.3, 0.7
N/C(CCS(=O)(=O)c1ccc(Cl)cc1)=N\OC(=O)c1ccccc1Cl
→ -1.4, 0.9, -10.6
CC(C)N=C(NS(=O)(=O)c1ccc(Br)cc1)c1ccc(Cl)cc1
→ -11.7, -3.6, -19.3
COc1ccc(/C=N/n2c(C)nc3sc(C)c(C)c3c2=O)cc1OC
→ -6.2, -2.7, -4.3
O=C(CCN1C(=O)C2C3C=CC(C3)C2C1=O)Oc1ccc2ccccc2c1 (stereo not drawn)
→ 8.6, 1.7, -6.5
CN(Cc1ccc(Cl)s1)C(=O)CCl
→ -16.2, 3.3, 6.1
O=C(O)CC(NC(=O)C12CC3CC(CC(C3)C1)C2)c1ccc2c(c1)OCO2 (stereo not drawn)
→ 6.3, 1.1, -1.9
O=C(Nc1ccccc1)Nc1nnc(SCc2ccc(Cl)cc2)s1
→ -1.5, 7.3, -11.8
O=C(Nc1ccc(C(F)(F)F)cc1)c1csc(-c2ccncc2)n1
→ -7.4, 1.6, -10.8
CNC(=S)NNC(=O)c1sc2cc(C(F)(F)F)cnc2c1-c1cccnc1
→ 1.5, 1.2, -21.1
N#C/C(C(=O)NCc1ccccc1)=C1/N=C(NC(=O)c2cccs2)c2ccccc21
→ 1.4, 8.8, -17.6
CC(C)(C)S(=O)N1Cc2cc(C(=O)NCc3ccc4c(c3)OCO4)nc(-c3cccc(C#CCC4CCCC4)c3)c2[C@H]1CCO (stereo partly drawn)
→ 0.3, -7.2, -42.4
Cc1csc(SCC(=O)Nc2sccc2C(N)=O)n1
→ 4.4, 0.2, -23.0
CCC/C(O)=C1\C(=O)CC(C)(C)CC1=NCc1ccccc1
→ 10.0, -2.1, -13.4
CCNc1c([N+](=O)[O-])c(=O)oc2ccccc12
→ 3.3, -2.5, -16.9

# Continued; it opens with the 2 that closed the last part.
# Below each compound: PGC1a acetyl inh, ERAP1 inh, RAD52 anneal inh
CCC/C(O)=C1\C(=O)CC(C)(C)CC1=NCc1ccccc1
→ 10.0, -2.1, -13.4
CCNc1c([N+](=O)[O-])c(=O)oc2ccccc12
→ 3.3, -2.5, -16.9
CCCNC(=O)c1ccc2c(c1)CCN2S(C)(=O)=O
→ -4.3, 1.7, -28.8
Cc1cccc(C(=O)O/N=C/c2ccc(Br)cc2)c1
→ 2.2, -4.6, -16.8
Cc1c(Cl)cccc1NC(=O)Cn1c(-c2ccc(F)cc2)noc1=O
→ -2.9, 1.3, -4.0
Cc1ccc(-c2n[nH]c(=S)n2/N=C/c2ccncc2)cc1
→ 17.4, 1.0, -0.1
COCCN1C(=O)CS/C1=C(/C#N)C(=O)NCc1ccco1
→ 4.1, 1.7, -93.3
C[C@@H]1CCCCO[C@@H](CN(C)C(=O)Nc2ccc(C(F)(F)F)cc2)[C@@H](C)CN([C@H](C)CO)C(=O)c2cc(NS(=O)(=O)c3ccc(F)cc3)ccc2O1
→ 5.6, -1.3, -31.0
O=C(Nc1ccccn1)c1csc2c1CCCC2
→ -2.8, -1.4, -0.1
COc1ccc(O)c(/C=N/NC(=O)c2c(C)nnn2-c2nonc2N)c1
→ 6.8, 4.0, -18.0
O=c1/c(=C\c2ccc(F)cc2)sc2n1CCCN=2
→ 2.4, 12.1, 5.3
Cc1cc(-c2csc(NC(=O)c3ccc(=O)[nH]c3)n2)c(C)n1Cc1ccccc1
→ 0.0, -1.0, -7.8
C[C@H](CO)N1C[C@H](C)[C@@H](CN(C)S(C)(=O)=O)Oc2c(NC(=O)CCCCCC(=O)Nc3ccccc3N)cccc2C1=O
→ 2.0, -1.5, 5.1
CNS(=O)(=O)c1cccc(C(=O)OCC(=O)Nc2ccccc2F)c1
→ 2.1, -3.0, -0.8
CCOCCOC(=O)C(C)Oc1ccc(Oc2nc(Cl)ccc2Cl)cc1 (stereo not drawn)
→ 88.5*, 0.9, -7.1
CC(C)c1cc(C(=O)N/N=C/c2c[nH]c3ccccc23)n[nH]1
→ 3.7, -2.7, -2.8
O=C(O)CCC(=O)N1N=C(c2ccc(Br)cc2)CC1c1cccs1 (stereo not drawn)
→ 0.6, 0.7, -21.5
COC(=O)CCC/C=C1/SCC(NC(=O)c2ccccc2)C1NC(C)=O (stereo not drawn)
→ 3.2, -0.8, -16.0
COc1ccc(N2C(=O)C3CCCCC3C2=O)cc1NC(=O)c1ccccc1 (stereo not drawn)
→ -3.4, -2.6, 1.3
CCOc1cc(CN2CCN(CCc3ccccc3)C(CCO)C2)ccc1OC (stereo not drawn)
→ 3.8, -1.2, -10.3
CC(C)CCOc1ccc(C2CC(=O)N(C)C2=O)cc1 (stereo not drawn)
→ -3.8, 1.1, -10.0
NC(=S)Nc1cccc2[nH]ccc12
→ -0.7, 2.3, -1.6
CSCCC(NC(=O)c1ccccc1)C(=O)O (stereo not drawn)
→ 1.7, -2.4, -32.3
CN1CCN(CC#CCC2(O)c3ccccc3-c3ccccc32)CC1
→ -26.2, -1.8, -12.4
Cc1ccc(C(=O)CCC(=O)N2CCC(C(N)=O)CC2)cc1
→ -4.5, -3.9, -22.2
Cc1ccc(S(=O)(=O)NC[C@H]2CC[C@@H]3[C@@H](CN3Cc3cc(-c4ccccc4)on3)O2)cc1
→ -0.6, 4.7, -6.4
COc1ccc(CN2C(=O)CSC2c2ccccn2)cc1 (stereo not drawn)
→ -4.5, -3.0, -13.4
CCOC(=O)C1(CCOc2ccccc2)CCN(Cc2cccc3c2OCO3)CC1
→ -3.4, 2.2, -9.5

# These rows are one share of the data; rates above refer to the full screens.
